ALDH1A1 inh: qHTS Assay for Inhibitors of Aldehyde Dehydrogenase 1 (ALDH1A1); actives 7.3% (n = 220,000); Potency, µM (series often up to 75.3 µM), without a hit: at the highest dose activity, negative = inhibition, usual class: inhibitors; Aldehyde dehydrogenase 1A1 (Homo sapiens), P00352; Purified ALDH1A1, NADH fluorescence, propionaldehyde substrate; active means well fitted inhibition curve with a large enough effect, not every such curve was filed as active; inconclusive means small, poorly fitted or top-dose-only effect, or another doubt; inactive means no such curve, though single readings can be large or run the other way;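 further: plate controls were no enzyme wells and a reference inhibitor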
Target sequence (P00352 whole entry, looked up): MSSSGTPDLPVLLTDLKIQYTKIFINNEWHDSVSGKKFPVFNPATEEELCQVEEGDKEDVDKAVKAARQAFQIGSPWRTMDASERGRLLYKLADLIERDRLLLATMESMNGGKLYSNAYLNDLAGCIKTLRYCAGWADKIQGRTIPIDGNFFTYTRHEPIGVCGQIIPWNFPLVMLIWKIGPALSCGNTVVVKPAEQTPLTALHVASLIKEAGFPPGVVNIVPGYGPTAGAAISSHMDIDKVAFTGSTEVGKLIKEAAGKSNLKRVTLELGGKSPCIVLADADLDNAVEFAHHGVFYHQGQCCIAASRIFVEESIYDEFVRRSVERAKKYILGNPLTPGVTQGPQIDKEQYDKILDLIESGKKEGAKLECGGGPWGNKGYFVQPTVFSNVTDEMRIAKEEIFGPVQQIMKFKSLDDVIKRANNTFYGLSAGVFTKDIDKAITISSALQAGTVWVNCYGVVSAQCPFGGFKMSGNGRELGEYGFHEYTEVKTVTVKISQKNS
Tau ThT inhib: qHTS for Inhibitors of Tau Fibril Formation, Thioflavin T Binding; recombinant tau K18 P301L, heparin-induced fibrillization, ThT fluorescence; Potency, µM (titrated, usually from 57.4 µM), for the others: at the top dose activity, negative = inhibition, usual class: inhibitors; actives 2.1% (n = 270,000); further: on the % scale 0 is the no-effect control and ±100 the full control effect; nearly all actives have a fitted effect of over 55% in size
Target sequence (P10636 561-689 P618L limits assumed): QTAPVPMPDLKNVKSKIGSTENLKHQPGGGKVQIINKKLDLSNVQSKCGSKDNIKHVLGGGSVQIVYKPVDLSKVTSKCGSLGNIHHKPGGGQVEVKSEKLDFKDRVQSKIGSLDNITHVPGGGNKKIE
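K18 P301L tau (15 uM + 0.24 uM Alexa 594-tagged), heparin 20 uM, NaOAc pH 7, 6 h 37 C; ThT 30 uM, 1 h RT, ex 450/em 510 nm.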
KDM4E inh: qHTS Assay for Inhibitors of Human Jumonji Domain Containing 2E (JMJD2E). Lysine-specific demethylase 4E (Homo sapiens), B2RXH2. JMJD2E catalytic domain, FDH-coupled NADH fluorescence (FDH is formaldehyde dehydrogenase). Potency, µM (titrated, usually from 57.1 µM), without a hit: top-dose activity change, negative = inhibition, usual class: inhibitors. actives 1.6% (n = 230,000). AID 2147, 2009; active means well fitted inhibition curve with a large enough effect, not every such curve was filed as active; inconclusive means small, poorly fitted or top-dose-only effect, or another doubt; inactive means no such curve, though single readings can be large or run the other way;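 further: 0% = wells with enzyme and -100% = buffer wells without enzyme; nearly all actives have a fitted effect of over 50% in size; many of its hits are not listed in these tables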
Target sequence (B2RXH2 1-337 limits assumed): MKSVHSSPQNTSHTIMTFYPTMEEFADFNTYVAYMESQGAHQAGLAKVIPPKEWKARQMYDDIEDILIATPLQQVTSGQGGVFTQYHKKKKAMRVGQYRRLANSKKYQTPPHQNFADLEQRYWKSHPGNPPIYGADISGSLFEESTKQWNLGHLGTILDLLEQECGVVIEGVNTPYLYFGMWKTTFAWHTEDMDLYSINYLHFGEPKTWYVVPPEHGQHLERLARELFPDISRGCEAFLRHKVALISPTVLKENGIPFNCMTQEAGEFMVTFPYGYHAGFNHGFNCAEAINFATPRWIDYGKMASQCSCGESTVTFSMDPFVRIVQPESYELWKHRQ
Tau FP inhib: qHTS for Inhibitors of Tau Fibril Formation, Fluorescence Polarization | Microtubule-associated protein tau (Homo sapiens), P10636 | K18 P301L tau heparin fibrillization, Alexa594 FP, 6 h | Potency, µM (highest dose often 57.7 µM), inactives show at the highest dose activity, negative = inhibition, usual class: inhibitors | actives 0.39% (n = 280,000) | AID 1468, 2008; further: on the % scale 0 is the no-effect control and ±100 the full control effect; nearly all actives have a fitted effect of over 55% in size
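Quantitative HTS format: compounds meet 15 uM recombinant K18 P301L tau and Alexa 594-tau tracer in 100 mM sodium acetate pH 7; 20 uM heparin triggers fibrillization at 37 C over 6 hr; FP gives the signal.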
HTT ATP protect: qHTS Multiplex Assay to Identify Dual Action Probes in a Cell Model of Huntington: Cytoprotection (ATP); actives 0.14% (n = 230,000); PC12 HTT-Q103 induced, cytoprotection, ATP luminescence, 40 h; AID 1471, 2008; Potency, µM (series often up to 56.4 µM), for inactives: cytoprotection (ATP increase), usual class: activators;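 further: % of control where 0% means no effect; nearly all actives have a fitted effect of over 45% in size; toxic huntingtin expression switched on by the ecdysone agonist tebufenozide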
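Quantitative HTS on tebufenozide-induced (100 nM) PC12 cells expressing HTTQ103 exon 1–GFP; compounds tested as a concentration series; survival measured via cellular ATP.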
SMN2 splice enh: qHTS Assay for Enhancers of SMN2 Splice Variant Expression | HEK293 SMN2-luciferase splicing reporter, luminescence, 30-36 h | Potency, µM (titrated, usually from 46.1 µM), for inactives: at the highest dose activity change, positive = activation, actives largely listed as activators | actives 2.8% (n = 210,000); further: % of control where 0% means no effect; nearly all actives have a fitted effect of over 55% in size
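qHTS luciferase splicing reporter: luminescence rises when SMN2 exon 7 is included in transfected HEK293 cells. Compound exposure lasted 30-36 h at 37C, with 4.5 mM final sodium butyrate as control, followed by a ONE-Glo read.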
Tau fluor counter: Counterscreen qHTS for Inhibitors of Tau Fibril Formation, Fluorescence Polarization. tau K18 P301L Alexa594 fluorescence, heparin fibrillization. Potency, µM (highest dose often 57.7 µM), inactives show at the highest dose activity change, negative = decrease. actives 0.93% (n = 280,000). AID 1463, 2008; further: on the % scale 0 is the no-effect control and ±100 the full control effect; nearly all actives have a fitted effect of over 55% in size
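Human tau K18 P301L (15 uM unlabeled, 0.24 uM Alexa 594-labeled) in 100 mM sodium acetate pH 7 with 20 uM heparin, 6 hr at 37 C. ThT 30 uM added, 1 hr ambient; Alexa 594 FP and total fluorescence read at 555/632 nm.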
HttQ103 aggreg: qHTS Multiplex Assay to Identify Dual Action Probes in a Cell Model of Huntington: Aggregate Formation (GFP); PC12 HttQ103-GFP aggregates, Acumen cytometry, 40 h; Potency, µM (highest dose often 46.1 µM), for inactives: top-dose activity change, negative = inhibition, actives largely listed as inhibitors; actives 1.1% (n = 220,000); AID 1688, 2009; further: on the % scale 0 is the no-effect control and ±100 the full control effect; nearly all actives have a fitted effect of over 60% in size
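Huntingtin Q103 exon 1–GFP aggregates in induced PC12 cells (100 nM tebufenozide) were quantified by cytometry from lysates, with compounds dosed in titration.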
Active calls of the source: *; i = inactive; ? = inconclusive; . = no result given; [ ] = remark or other dose. Unless noted, the call rests on the fitted dose curve; in most records, active means well fitted curve in the direction sought with a large enough effect; inconclusive means small, poorly fitted or top-dose-only effect, or another doubt; inactive means no such curve, though single readings can be large; an effect the other way counts as inactive or inconclusive. Potency means the concentration at half of the fitted maximal effect.

Results follow in this order: KDM4E inh | SMN2 splice enh | ALDH1A1 inh | Tau FP inhib | HTT ATP protect | Tau ThT inhib | Tau fluor counter | HttQ103 aggreg
O=C(Nc1ccc(Cn2cccn2)cc1)c1ccc(COc2cccc(Br)c2)cc1
→ ? | 12.6µM* | -0.9% | -6.4% | -50.1%[inhibitor] | ? | ? | -21.4%
CCCCC/C=C\C/C=C\C/C=C\CCCCCCC(=O)NCC(=O)O
→ 5.5% | 8.1% | 2.7% | 1.9% | 12.8% | -9.2% | -3.6% | .
O=c1c2ccccc2nc(SCc2cccc(F)c2)n1-c1cccc(S(=O)(=O)N2CCCC2)c1
→ -15.1% | -11.9% | -1.2% | ? | 28.8%[10 µM] | 1.4% | -26.1% | -21.1%
COc1ccc(/C=C/c2cc(=O)c3cc(Cl)ccc3o2)cc1
→ ? | 6.3% | 12.9% | -1.9% | -2.2%[10 µM] | ? | -12.4% | -0.2%
CC(C)Oc1cccc(C(=O)NC(=S)N2CCN(c3ccc(C(F)(F)F)cc3[N+](=O)[O-])CC2)c1
→ 9.4% | -23.8% | 7.4% | -6.9% | -1.9% | -9.9% | -21.9% | ?
Cc1nn(C)c(C(=O)NNC(=S)NC2CCCCC2)c1Br
→ ? | . | -8.8% | -2.1% | -6.2%[10 µM] | -19.3% | -15.4% | 4.7%[9.22 µM]
Cn1nc(C(F)(F)F)c(C(=O)Nc2ccc(C(F)(F)F)cc2)c1Cl
→ 3.5% | -8.2% | 3.6% | -0.3% | -18.2% | 0.7% | -6.7% | 10.1%
Cc1cc(C)c(S(=O)(=O)c2ccc(Cl)cc2C)c(Cl)n1
→ 1.2% | -8.0% | 10.7% | -5.6% | ? | -0.4% | -7.2% | -32.7%
O=C(N/N=C/c1cn(-c2cccs2)nc1-c1ccccc1)c1ccc(O)cc1
→ ? | ? | ? | ? | 39.9%[10 µM] | 4.7% | 10µM*[quencher] | ?
Cc1ccc(CSc2nnc(-c3ccco3)n2N)cc1
→ 6.2% | 10.8% | 3.0% | -3.8% | 1.8% | -22.6% | -12.8% | -34.5%
CCOC(=O)c1c(C)oc2ccc(NS(=O)(=O)c3cccs3)cc12
→ 0.5% | -12.7% | -1.4% | ? | -5.3% | -15.4% | ? | -1.8%[9.22 µM]
CCn1c(=O)n(CCc2ccccc2)c(=O)c2c3c(sc21)CCCC3
→ 8.5% | -8.7% | -1.7% | 1.1% | -55.7%[inhibitor][10 µM] | -15.8% | -21.9% | ?
CCOc1ccc(C(=O)NCC2CCCO2)cc1OCC (stereo unspecified)
→ ? | . | ? | 5.4% | 17.3%[10 µM] | -1.8% | -3.8% | -2.2%[9.22 µM]
COc1ccc(C(CC(=O)N2CCCC(C)C2)c2c(O)cc(OC)cc2OC)cc1 (stereo unspecified)
→ -7.4% | . | . | 5.4% | 26.6%[10 µM] | 4.0% | 1.7% | -21.0%[9.22 µM]
Cc1ccc(NC(=O)CN(C)C(=O)COc2cc(F)ccc2[N+](=O)[O-])cc1
→ -2.7% | . | 4.8% | -11.0% | -27.8% | -4.3% | -15.7% | 12.5%
CCC(=O)Nc1ccc2c(c1)C(=O)N(C1CCCCC1)C2=O
→ ? | 4.8% | ? | -6.1% | -28.4% | 0.8% | 0.5% | -23.5%
CN1CCN(c2ccc(NC(=O)c3ccc4c(c3)OCCO4)cc2)CC1
→ -4.2% | 11.2µM* | -3.8% | 5.5% | -95.5%[inhibitor] | -13.2% | -2.0% | 12.9%
CC(C)(C)NC(=O)CSc1nnc(-c2ccco2)n1Cc1ccco1
→ 10.0% | . | -0.1% | 8.6% | -9.7% | 0.6% | 4.8% | -6.6%
COc1ccccc1NC(=O)CCC(=O)Nc1nnc(C(F)(F)F)s1
→ -2.6% | 12.8% | 1.3% | -3.7% | -5.7% | 6.5% | -2.7% | -4.4%
COc1cc(NC(=O)CSc2nnc(C)s2)cc(OC)c1
→ 0.3% | -4.5% | 1.0% | -11.6% | -2.3% | -4.3% | -6.3% | -2.9%

Results follow in this order: KDM4E inh | SMN2 splice enh | ALDH1A1 inh | Tau FP inhib | HTT ATP protect | Tau ThT inhib | Tau fluor counter | HttQ103 aggreg
COc1cccc(C(=O)OCC(=O)NC(=O)NC2CCCC2)c1O
→ 4.9% | 18.1% | 3.2% | -9.0% | -22.9% | 0.5% | -8.7% | 1.3%
CC1=CCC2C(=O)N(c3cc(C)on3)C(=O)C2C1 (stereo unspecified)
→ 5.3% | 10.1% | -3.3% | -6.2% | 14.5%[10 µM] | -1.7% | -1.6% | 11.8%
CCOC(=O)CNC(=O)c1sc(NC(=O)c2ccccc2)nc1C
→ -11.4% | -25.4% | ? | -5.4% | 5.5%[1.9 µM] | -12.5% | -5.4% | -5.8%
Cc1c(NC(=O)COC(=O)c2cc(-c3ccc(-c4ccccc4)cc3)nc3ccccc23)c(=O)n(-c2ccccc2)n1C
→ ? | 0.631µM* | i | -8.6% | -62.9%[inhibitor][10 µM] | -12.2% | -22.3% | 2.9%
CC(=O)c1ccc(NCCC(=O)c2ccccc2)cc1
→ -15.5% | ? | 6.31µM* | 4.8% | -47.1%[inhibitor] | -14.7% | 1.1% | 21.4%
COc1ccc(CC(=O)Nc2ccc(S(=O)(=O)NCC3CCCO3)cc2)cc1 (stereo unspecified)
→ -0.2% | -114.7%[inhibitor] | 10µM* | -1.3% | 0.3%[10 µM] | -13.3% | -4.5% | ?
COc1ccc2oc(-c3cccc(NC(=O)CSc4ccc(Cl)cc4)c3)nc2c1
→ -5.4% | 8.91µM* | ? | ? | -60.9%[inhibitor][10 µM] | 16.7% | ? | 4.0%
CN(C)CCNC(=O)c1cccc(S(=O)(=O)Nc2ccc(F)cc2)c1
→ -5.3% | 5.9% | -2.3% | -2.3% | -9.3% | 1.9% | 0.9% | -3.3%
CC(C)(C)C(=O)N(CCN(C(=O)C(C)(C)C)c1ccccc1)c1ccccc1
→ 11.6% | -34.9%[inhibitor] | 4.6% | 7.3% | -19.4% | -1.7% | 9.1% | -3.7%
Cc1[nH]c2ccccc2c1C(Nc1nccs1)c1ccncc1 (stereo unspecified)
→ -9.4% | 2.5% | 4.1% | 0.2% | 18.4%[10 µM] | ? | -18.3% | -18.6%
CN(C)C(CN1C(=O)C2CC=CCC2C1=O)c1cn(C)c2ccccc12 (stereo unspecified)
→ -9.4% | 1.9% | ? | 2.1% | -8.2% | -15.1% | -5.7% | 6.3%
Cc1cc(-n2nc(C)cc2C)nc(NS(=O)(=O)c2ccccc2)n1
→ -5.3% | -4.9% | 5.8% | 0.0% | -4.7% | -9.0% | -4.3% | 4.4%
CC(C)CCNC(=O)C(c1ccncc1)N(CC1CCCO1)C(=O)Cn1nnc(-c2ccc(F)cc2)n1 (stereo unspecified)
→ -8.6% | . | -1.0% | 7.6%[2.34 µM] | -33.2%[10 µM] | -6.1% | 10.9%[2.34 µM] | -13.8%[9.22 µM]
Cc1cccc(NC(=O)CSc2nc(C)nc3c2c(=O)n(C)c(=O)n3C)c1
→ -1.4% | -18.7% | -0.4% | -0.9% | 12.0% | -0.5% | -3.2% | 10.6%
CCOC(=O)c1nnn(-c2nonc2N)c1-c1ccc(OC)cc1
→ 2.0% | 5.0% | ? | -1.1% | 11.0%[10 µM] | -4.1% | 0.1% | -14.8%
COC(=O)C1=C(C)N(C)C(=O)NC1c1ccc(O)c(Cl)c1 (stereo unspecified)
→ 8.9% | 1.8% | 6.1% | 4.9% | 8.3%[10 µM] | -6.3% | -8.4% | 8.9%
COC(=O)c1ccccc1NC(=O)C1=C(C)C(=O)OC12CCC(C)CC2 (stereo unspecified)
→ . | -8.4% | . | -13.0% | . | -17.8% | -21.4% | .
O=c1cc(CS(=O)(=O)c2ccccc2)nc(-c2ccncc2)[nH]1
→ -0.9% | -8.9% | 14.4% | 6.4% | 10.5%[10 µM] | 0.3% | 3.7% | -3.8%
COc1ccc(CCN2C(=O)CS/C2=N\NC(=O)c2cccs2)cc1OC
→ -4.9% | . | 1.5% | 3.6% | 21.5%[10 µM] | 4.5% | 6.8% | 17.7%[9.22 µM]
O=C1CC(c2ccccc2)Cc2[nH]c(=O)c(-c3nc(-c4ccc(Cl)cc4)cs3)cc21 (stereo unspecified)
→ . | -2.4% | . | -4.8% | . | -9.0% | -20.0% | .

A few values from the results shown.
ALDH1A1 inh, `CC(C)(C)NC(=O)CSc1nnc(-c2ccco2)n1Cc1ccco1` : -0.1%
Tau FP inhib, `COC(=O)c1ccccc1NC(=O)C1=C(C)C(=O)OC12CCC(C)CC2` (stereo unspecified) : -13.0%
HTT ATP protect, `CCOC(=O)c1c(C)oc2ccc(NS(=O)(=O)c3cccs3)cc12` : -5.3%

(continued)
Results follow in this order: KDM4E inh | SMN2 splice enh | ALDH1A1 inh | Tau FP inhib | HTT ATP protect | Tau ThT inhib | Tau fluor counter | HttQ103 aggreg
O=C(NC1CCCC1)C(c1ccsc1)N(C(=O)Cc1cccs1)c1ccc(F)cc1 (stereo unspecified)
→ 11.0% | -12.2% | 10.3% | 3.2% | -17.0% | -9.0% | -4.1% | 12.5%
COC(=O)c1cc2c([nH]c3ccccc32)c(C)n1
→ ? | -1.5% | ? | -5.8% | 2.8% | ? | -3.9% | -16.3%
COc1cc(C2OC(=O)c3ccccc3S2)cc(OC)c1OC (stereo unspecified)
→ 5.5% | . | 6.7% | -5.8% | -5.6%[10 µM] | -15.8% | -9.0% | -12.9%[9.22 µM]
CCOC(=O)c1sc(=S)n(C)c1NC(=O)c1ccccc1Cl
→ -4.9% | -0.4% | 31.6µM* | -1.3% | 5.6%[10 µM] | -8.5% | -10.7% | -11.2%

Screening results (PubChem)

Some of the compounds tested; count on the stated rates, not on these rows.
